RGS7-Gao = regulators of human RGS7-Galphao interaction; 220,000 compounds, 0.35% hits; Multiplexed bead flow cytometry, RGS7-Galphao binding; actives lie on both sides; binding response (% of control), % at 10 µM; AID 1439; in the data active = binding response below about 49% or above about 150%; inconclusive = no clear call, values can overlap the other calls; inactive = in between;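 also: fluorescent Galphao held in activated GDP-AlF4 state binding bead-coupled RGS7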
RGS8-Gao reg = modulates binding of RGS8 to human Galphao; AID 1423; multiplexed bead flow cytometry; actives lie on both sides; response (percent of control binding), % at 10 µM; 220,000 compounds, 0.34% hits; P09471; in the data active = response below about 60% or above about 140%; inactive = in between;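 also: Galphao activated as the GDP aluminium fluoride complex binding bead-coupled RGS8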
Bim-Bfl-1 = disrupts Bim binding to human Bfl-1; Q16548; Bead-based flow cytometry, Bim-Bfl-1 binding inhibition; inhibition, % at 10 µM; 190,000 compounds, 0.12% hits;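 also: 0% = wells without compound plus tracer and 100% = blocker peptide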
Bcl-B Bim block = human Bim-Bcl-B interaction inhibition; Q9HD36; bead-based flow cytometry, Bim peptide-Bcl-B binding; AID 951; inhibition, % at 10 µM; 190,000 compounds, 0.073% hits;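 also: 0% = tracer peptide without compound and 100% = reference inhibitor peptide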
Target sequence (Q9HD36 whole entry, looked up): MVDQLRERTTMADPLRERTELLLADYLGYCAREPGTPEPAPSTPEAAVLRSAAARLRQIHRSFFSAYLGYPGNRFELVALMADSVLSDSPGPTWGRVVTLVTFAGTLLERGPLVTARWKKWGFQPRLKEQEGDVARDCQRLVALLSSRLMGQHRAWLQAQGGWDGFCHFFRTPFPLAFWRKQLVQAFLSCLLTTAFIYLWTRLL
Bcl-W Bim block = disrupts Bim peptide binding to human Bcl-W | bead-based flow cytometry | inhibition, % at 10 µM | 190,000 compounds, 0.02% hits;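 also: 0% = bound tracer without compound and 100% = peptide blocker; higher means less fluorescent Bim peptide bound to Bcl-W beads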
Target sequence (Q92843 whole entry, looked up): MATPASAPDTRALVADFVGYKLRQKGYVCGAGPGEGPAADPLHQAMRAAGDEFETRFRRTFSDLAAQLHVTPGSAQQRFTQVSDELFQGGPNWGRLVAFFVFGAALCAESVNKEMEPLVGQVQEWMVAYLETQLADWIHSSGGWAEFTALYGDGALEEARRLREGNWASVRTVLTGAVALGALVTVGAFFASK
Bcl-2 Bim block = inhibitors of Bim-Bcl-2 interaction, human. 190,000 compounds, 0.06% hits. inhibition, % at 10 µM. P10415. Bead-based flow cytometry, Bim peptide-Bcl-2 binding; in the data active = inhibition above about 40%; inconclusive = no clear call, values can overlap the other calls;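 also: 0% = no compound wells with probe peptide and 100% = reference peptide inhibitor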
Target sequence (P10415 whole entry, looked up): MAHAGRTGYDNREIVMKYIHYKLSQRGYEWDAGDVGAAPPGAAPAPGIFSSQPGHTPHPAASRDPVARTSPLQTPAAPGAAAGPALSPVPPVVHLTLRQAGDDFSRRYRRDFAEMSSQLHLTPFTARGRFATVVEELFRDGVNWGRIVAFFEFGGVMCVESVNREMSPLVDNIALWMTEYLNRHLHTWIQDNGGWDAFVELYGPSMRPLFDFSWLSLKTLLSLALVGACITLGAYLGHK
Mcl1 Bid PPI = Mcl-1/Bid interaction inhibition; Q07820; TR-FRET Mcl-1/Bid-Dy647 peptide binding, 1536-well; inhibition, % at 21.7 µM; 220,000 compounds, 0.97% hits; AID 1021;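 active = compounds that cut the binding signal by more than half at the single screening dose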;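 also: His-tagged Mcl-1 with europium anti-His antibody binding Bid BH3 peptide; 0% = Mcl-1 plus peptide wells and 100% = peptide-only wells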
Target sequence (Q07820 whole entry, looked up): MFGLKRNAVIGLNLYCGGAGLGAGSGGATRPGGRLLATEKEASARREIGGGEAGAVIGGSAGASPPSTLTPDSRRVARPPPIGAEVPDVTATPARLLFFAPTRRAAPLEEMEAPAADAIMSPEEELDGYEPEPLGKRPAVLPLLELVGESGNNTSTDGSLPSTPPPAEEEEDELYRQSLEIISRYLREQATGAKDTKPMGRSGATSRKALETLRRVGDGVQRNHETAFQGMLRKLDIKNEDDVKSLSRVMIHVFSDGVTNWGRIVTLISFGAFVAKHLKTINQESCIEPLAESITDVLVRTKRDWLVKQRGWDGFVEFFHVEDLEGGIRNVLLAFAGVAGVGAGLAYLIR
GSH bead fluor = compound fluoresces at 488/530 nm on GSH beads; GSH beads flow cytometry, compound fluorescence 488/530 nm; hits give high values; fluorescence (KMESF) at 10 µM; 190,000 compounds, 0.25% hits; AID 1776; in the data active = fluorescence above about 89;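 also: glutathione beads carrying GST-tagged Bcl family fusion proteins plus one bare bead set; values are compound well signal with DMSO vehicle wells as background; inactives centre near 16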
Bim-Mcl-1 = disrupts Bim peptide binding to human Mcl-1; Q07820; 190,000 compounds, 0.1% hits; inhibition, % at 10 µM; Bead-based flow cytometry, Bim peptide-Mcl-1 binding;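 also: 0% = no compound tracer wells and 100% = peptide blocker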
Bcl-XL Bim block = human Bim-Bcl-XL interaction inhibition | Bim peptide-Bcl-XL binding, bead flow cytometry, fluorescence | inhibition, % at 10 µM | 190,000 compounds, 0.04% hits
RGS4-Gao reg = human RGS4-Galphao interaction regulation | P09471 | Multiplexed bead flow cytometry, RGS4-Galphao binding; actives lie on both sides | binding response (% of control), % at 10 µM | 220,000 compounds, 0.33% hits | AID 1415; in the data active = binding response below about 49% or above about 150%; inactive = in between;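 also: fluorescent Galphao activated with aluminum fluoride binding bead-coupled RGS4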
An asterisk follows results filed as active; ? = inconclusive. Rule as the data show it, unless noted: active = inhibition above about 40%.

item	Molecule	RGS7-Gao	RGS8-Gao reg	Bim-Bfl-1	Bcl-B Bim block	Bcl-W Bim block	Bcl-2 Bim block	Mcl1 Bid PPI	GSH bead fluor	Bim-Mcl-1	Bcl-XL Bim block	RGS4-Gao reg
1	Cc1ccc(NC(=O)Nc2sc(=S)n(C)c2C)cc1	102	98	-10	-11	-1	-7	-22	26	0	-6	100
2	COc1cc(SC)ccc1C(=O)N(C)Cc1ccccc1	99	98	-1	-3	-2	-2	-19	8	-4	-7	99
3	OCCNC(=S)Nc1ccc2nsnc2c1	108	106	-5	-11	-1	-1	-39	13	-1	-4	106
4	O=C(NCC1CCCO1)C1CCN(C(=O)c2ccc(Br)cc2)CC1 (stereo not drawn)	101	98	-3	0	-1	-6	-2	15	0	-3	98
5	Cc1cc(N2CCN(S(=O)(=O)c3ccc(Br)cc3)CC2)n2ncnc2n1	98	101	-4	-6	0	0	7	15	1	-3	98
6	Cc1ccc(S(=O)(=O)N2CCC(C(=O)NCCN3CCCCCC3)CC2)cc1	103	105	-15	-10	-2	-10	-4	27	-1	0	104
7	COc1ccc2nc(SCC(=O)NC(C)(C)C)[nH]c2c1	98	99	-16	-9	-2	-10	-20	40	-1	-4	100
8	Fc1cc2ncn(Cc3ccccc3)c2cc1F	101	99	-1	-1	-2	-4	-4	21	-1	0	97
9	NC(=O)/C(=C\c1cccnc1)NC(=O)c1ccccc1	100	99	-3	-2	0	-1	-20	24	-1	0	96
10	CC1CCCN(C(=O)Cn2cnc3c2c(=O)n(C)c(=O)n3C)C1 (stereo not drawn)	105	106	2	3	2	3	-3	11	3	6	111
11	Cc1ccc(SCC(=O)NCc2ccncc2)cc1	104	102	0	-8	-5	-16	-23	12	-3	-6	106
12	Cn1cnnc1SCC(=O)NNC(=O)COc1ccc(Cl)cc1	101	101	-6	0	-1	-1	-14	15	1	-1	102
13	Cc1[nH]n2c(=O)cc(Cc3ccccc3)nc2c1C#N	97	99	0	2	0	0	-12	25	-3	-1	101
14	CCSc1ccc(NC(=O)c2cccnc2)cc1	97	99	2	-1	0	3	-27	11	0	-1	97
15	CSc1nc(-c2ccccc2)nc(N2CCN(C)CC2)c1C(C)=O	99	99	-3	-1	-3	-1	-55	6	-1	-3	102
16	CCC(=O)N(CC)c1nc(-c2ccc(OC)cc2)cs1	98	99	-2	-3	-2	-6	54*	11	-4	-3	97
17	COc1ccccc1NS(=O)(=O)c1cc(NC(=O)c2ccncc2)ccc1N1CCOCC1	94	76	6	-33	-3	-5	-41	7	-6	-4	95
18	C[C@@H]1O[C@@H](Oc2c(-c3cc(O)c(O)c(O)c3)oc3cc(O)cc(O)c3c2=O)[C@H](O)[C@H](O)[C@H]1O	86	88	6	-5	3	3	-20	16	0	3	84
19	Cc1ccc(OCC(=O)NC2CCCc3ccccc32)c(C)c1 (stereo not drawn)	101	103	15	7	5	10	-10	15	0	4	107
20	COc1ccc(CC(CC(=O)O)C(=O)NCc2ccccc2)cc1 (stereo not drawn)	101	104	-11	-5	-1	-5	-1	54	0	-1	102
21	CC(=O)NCCOc1cccc2ccccc12	93	98	-10	-6	-4	-7	-29	33	-6	-3	87
22	O=C(NC(=O)c1ccccc1)OCC1CCCN2CCCCC12 (stereo not drawn)	93	99	-5	-8	-1	-6	-23	24	2	-2	98
23	CC(C)N(Cc1ccccc1)CC(O)COc1ccc(S(=O)(=O)N2CCOCC2)cc1Cl (stereo not drawn)	?	100	0	-1	0	0	-34	13	-2	-2	103
24	Cc1ccc(C(=O)COc2nc(C)cc(C)c2C#N)cc1	87	80	6	3	1	-2	-3	18	-1	1	76
25	COc1ccc(N2C(=O)CN(Cc3ccc(OC)c(OC)c3)C2=S)cc1	103	97	-2	-2	0	0	-45	13	0	-6	98

Two of the compounds above, with values under each structure:
Every second line gives: RGS7-Gao	RGS8-Gao reg	Bim-Bfl-1	Bcl-B Bim block	Bcl-W Bim block	Bcl-2 Bim block	Mcl1 Bid PPI	GSH bead fluor	Bim-Mcl-1	Bcl-XL Bim block	RGS4-Gao reg
16) CCC(=O)N(CC)c1nc(-c2ccc(OC)cc2)cs1
 : 98	99	-2	-3	-2	-6	54*	11	-4	-3	97
14) CCSc1ccc(NC(=O)c2cccnc2)cc1
 : 97	99	2	-1	0	3	-27	11	0	-1	97

Further compounds.
item	Molecule	RGS7-Gao	RGS8-Gao reg	Bim-Bfl-1	Bcl-B Bim block	Bcl-W Bim block	Bcl-2 Bim block	Mcl1 Bid PPI	GSH bead fluor	Bim-Mcl-1	Bcl-XL Bim block	RGS4-Gao reg
26	Cc1cc(C)c2c(=O)[nH]c(SCC(=O)Nc3ccccc3)nc2n1	109	105	-13	-3	1	-11	-12	13	-4	-1	102
27	O=C(Nc1nc(-c2ccccn2)cs1)C1CC(=O)N(c2ccc3c(c2)OCCO3)C1 (stereo not drawn)	87	94	3	4	3	4	-94	3	0	1	85
28	CC(C)N(Cc1nc(-c2ccc(Cl)cc2)no1)C(=O)c1cccs1	95	101	-2	-2	-4	-4	-10	20	-2	-5	100
29	CSc1nnc(-c2cnccn2)n1C	102	97	-13	-10	0	-14	-26	8	-2	-5	97
30	CCOC(=O)NC(=O)/C(C#N)=C(/C)N(C)C	105	101	-8	-6	0	-5	-4	15	-1	-2	105
31	O=C(NC(=S)Nn1cnnc1)c1cccc(Br)c1	99	101	-4	-17	-13	-8	-75	18	-23	-19	98
32	Cc1cccc(NC(=O)CN(C)S(=O)(=O)c2ccc(Br)cc2)n1	101	100	-1	-3	-3	-4	-8	19	-3	-2	101
33	CCN(CC)S(=O)(=O)c1cc(NC(=O)C(C)OC(=O)c2[nH]c(C)c(C(C)=O)c2C)ccc1C (stereo not drawn)	111	104	3	7	4	7	-20	9	2	7	104
34	COc1ccc2c(c1)O[C@@H](c1cccc(C(F)(F)F)c1)[C@H](OC(=O)NCCc1ccc(OC)c(OC)c1)C2=O	100	102	-3	-4	-2	-2	8	18	-3	-5	102
35	O=C(N/N=C/c1ccc(-c2ccccc2C(=O)O)o1)c1cccs1	98	104	12	-4	2	5	0	5	2	-3	99
36	CCn1cc(C(=O)N2CCCC2)c(=O)c2cc(S(=O)(=O)N3CCOCC3)ccc21	99	105	-1	-2	-1	3	-12	24	0	-2	98
37	C=CCOC(=O)c1sc(NC(=O)c2ccco2)nc1C	102	105	-11	-8	-1	-8	7	22	-4	-6	101
38	CCCCN(CCCC)C(=O)c1cc(Cl)ccc1[N+](=O)[O-]	102	103	-4	-10	-6	-3	-19	9	-3	-5	100
39	COc1ccc(OC)c(Nc2nc(-c3ccc(O)c(O)c3)cs2)c1	103	104	-7	-7	2	-11	-3	18	0	0	103
40	O=[N+]([O-])c1cc(/C=N/O)ccc1Oc1ccccc1Cl	104	103	-3	-5	-3	-2	-30	19	0	-7	102
41	CCOC(=O)c1ccc(NC(=S)NC2CCCC2)cc1	104	100	-8	-10	-6	-7	-22	17	-4	-8	102
42	C=CCn1c(CSCc2ccccc2)nnc1SCC(=O)N1CCN(c2ccccc2)CC1	102	100	-6	-12	-6	-7	-24	10	-6	-8	98
43	O=C(NC(=S)Nc1cccc2ncccc12)c1ccco1	94	97	-1	0	1	3	-9	14	1	1	97
44	CCSc1nnc(CNc2ccc(F)cc2)n1CC1CCCO1 (stereo not drawn)	109	104	-16	-7	-3	-8	-102	51	-1	-1	104
45	CCCn1nc(C(=O)OCC(=O)c2ccccc2)c2ccccc2c1=O	?	100	-5	-4	-1	-3	-19	12	0	0	101
46	Cc1cc(C)cc(C(=O)Nc2ccc(N3CCCC3)cc2)c1	101	100	5	-9	6	4	-14	12	1	-1	99
47	O=C(COC(=O)c1cccnc1Cl)c1ccc(Cl)cc1Cl	96	99	-2	0	-2	-1	-16	23	-1	-2	99
48	CCOC(=O)C1=C(C)NC(=O)NC1C (stereo not drawn)	97	101	-10	-5	1	-6	-20	33	2	-6	102
49	COc1cc(/C=N/NC(=O)CC2(C)OCCCO2)ccc1OCc1ccc(Cl)cc1Cl	103	94	0	-2	-2	0	0	7	0	-4	100
50	CCN1CCN(CCNC(=O)CSCc2nc(-c3ccc(OC)c(OC)c3)oc2C)CC1	101	101	-8	-6	-1	-6	-18	35	-3	-7	99
51	COc1ccccc1-c1nn2c(=O)cc(C)nc2s1	102	102	-8	-5	-2	-6	-23	254*	-1	-17	104
52	CC(C)c1ccc(/C=N/Nc2cc(N3CCOCC3)nc(N3CCOCC3)n2)cc1	103	103	0	-6	-2	-2	-8	11	-2	-7	107
53	O=C(O)CNC(=O)c1ccc(N2CCOCC2)cc1[N+](=O)[O-]	101	99	-1	-3	2	0	-7	13	0	-1	99
54	COc1ccc(C(C)=O)cc1COC(=O)CNC(=O)c1ccccc1F	100	100	-11	-4	-1	-4	-10	13	0	-2	100
55	CCCCc1ccc(-c2ccc(C)cc2O)nc1	99	99	0	1	-1	1	0	20	0	-1	99
56	CN(C)C(CNC(=S)Nc1ccccc1)c1cccnc1 (stereo not drawn)	103	102	-9	-8	-6	-5	-42	13	-4	-8	103
57	CCOc1ccc2nc(NC(=O)CSC3=NCCS3)sc2c1	99	100	-2	0	-1	-3	8	17	-1	-2	96
58	O=C(CSC1=N/C(=C/c2ccc(Cl)c(Cl)c2)C(=O)N1c1ccccc1F)NC1CC1	96	101	-8	-7	-3	-5	-5	15	0	-5	101
59	O=C(NCC(c1cccnc1)N1CCN(c2ccc(F)cc2)CC1)c1ccc(F)cc1 (stereo not drawn)	100	100	-16	-12	-3	-13	-14	33	-3	-8	101
60	COc1cc(C(=O)NCc2nnc(SCC(=O)N3CCC(C)CC3)o2)cc(OC)c1OC	101	99	0	2	0	-2	-7	18	0	0	99
61	OC1(c2cccnc2)CCN(Cc2nnnn2C2CCCCC2)CC1	102	102	-3	-1	0	-3	52*	64	0	-1	101
62	CN(C)c1nc(OCCNC(=O)Nc2ccccc2)nc(N2CCCCC2)n1	109	107	1	-1	-1	2	-23	27	0	-1	108
63	COc1ccc2cc(-c3cc(C(=O)OCC(=O)NC4CCS(=O)(=O)C4)c4ccccc4n3)ccc2c1 (stereo not drawn)	95	104	0	-11	-2	1	7	1	-5	-5	94
64	CC1CN(C(=O)/C=C/c2ccc3c(c2)OCO3)CC(C)O1 (stereo not drawn)	99	100	-9	-6	3	-8	-38	17	-2	-4	104
65	Nc1c(-c2ccccc2)c(CN2CCOCC2)nn1-c1ccc(C(=O)O)cc1	100	103	1	0	1	3	-38	5	0	-1	100
66	COc1ccc2[nH]cc(C(=O)CN3CCN(C4CCCCC4)CC3)c2c1	101	103	-2	0	-1	-2	-22	48	0	-3	97
67	CC(C)NC(=O)NC(=O)CSc1nnc(-c2ccccc2F)n1N	99	98	-11	-7	0	-3	-4	12	0	-5	100
68	O=C(NC1CCCC1)C(c1ccc(O)cc1)N(CC1CCCO1)C(=O)C1COc2ccccc2O1 (stereo not drawn)	111	108	-2	0	-1	-2	-31	13	0	-1	118
69	Cc1ccc(Nc2nc(C)cc(C)c2C(N)=O)cc1	99	100	-3	-2	-1	-1	-29	4	-1	-1	106
70	CCN(CC)S(=O)(=O)c1ccc(-c2nnc(SCc3nnc(-c4ccc(C)cc4)o3)n2CC)cc1	105	99	-3	-3	-2	-5	-40	11	-3	0	100
